Bioassay records (PubChem BioAssay)
CCR6 antag: CCR6 receptor antagonists, primary screen, cell-based, CHO-K1, luminescence, beta-arrestin, uHTS | inhibition, % at 20 µM | CHO-K1 CCR6 PathHunter beta-arrestin, CCL20-stimulated | actives 0.49% (n = 340,000);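 active means compounds whose inhibition of the agonist-driven luminescence signal at 20 µM reaches about 50%, limit read from the data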;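 further: cells stimulated with CCL20 at 14 nM final; plate controls were DMSO with CCL20 for no effect and DMSO without agonist for full effect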
Mdm2 MdmX PPI: inhibitors of human Mdm2-MdmX association, primary screen, cell-based, luminescence, split luciferase, SaOS-2, uHTS; Protein Mdm4 (Homo sapiens) + E3 ubiquitin-protein ligase Mdm2 (Homo sapiens), …; inhibition, % at 8 µM; actives 3% (n = 330,000); SaOS-2 split-luciferase Mdm2/MdmX complementation;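 active means inhibition of at least 50% at 8 µM in the primary screen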
tim23-1 inh: growth inhibitors of tim23-1 mutant yeast, primary screen, luminescence, uHTS. S. cerevisiae tim23-1 growth, BacTiter-Glo luminescence, 24 h. inhibition, % at 20 µM. actives 1.3% (n = 330,000). AID 463212, 2010;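 active means growth inhibition of the mutant yeast at or above 50%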;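 further: temperature-sensitive mutant grown at 25 °C; plate controls were DMSO-treated mutant yeast for no effect and medium wells lacking yeast for full effect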
EBI2 block: EBI2 receptor antagonists, beta-arrestin recruitment, primary screen, cell-based, luminescence, 7a,25-OHC stimulation, uHTS. 7a,25-OHC stimulated. inhibition, % at 5 µM. actives 0.81% (n = 360,000). AID 651636, 2012; in the data active means inhibition above about 38%;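 further: enzyme fragment complementation signal reports receptor beta-arrestin coupling in cells; 0% = agonist plus DMSO wells and 100% = wells without agonist; some results beyond the cut were filed as inactive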
Target sequence (P32249 whole entry, looked up, the tested form may be a part): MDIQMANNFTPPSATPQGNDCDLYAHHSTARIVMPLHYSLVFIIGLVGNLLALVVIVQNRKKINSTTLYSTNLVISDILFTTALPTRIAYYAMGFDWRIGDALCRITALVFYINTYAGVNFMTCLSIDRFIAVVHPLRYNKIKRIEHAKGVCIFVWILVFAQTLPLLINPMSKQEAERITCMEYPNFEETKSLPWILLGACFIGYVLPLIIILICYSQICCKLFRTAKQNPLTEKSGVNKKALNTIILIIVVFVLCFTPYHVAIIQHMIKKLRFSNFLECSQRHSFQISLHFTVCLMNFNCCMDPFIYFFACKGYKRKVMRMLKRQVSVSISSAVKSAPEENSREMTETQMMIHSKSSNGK
APJ ag: agonists of human apelin receptor APJ, primary screen, CHO-K1 cells, PathHunter beta-arrestin, luminescence; P35414; 0% DMSO wells, 100% apelin; activation, % at 20 µM; actives 0.11% (n = 330,000); AID 2520, 2010;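 active means activation more than six SD over the plate average, tested at 20 µM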;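 further: 0% = DMSO alone and 100% = apelin-13 at 10 nM; some results filed as inactive read as strong as hits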
Target sequence (P35414 whole entry, looked up): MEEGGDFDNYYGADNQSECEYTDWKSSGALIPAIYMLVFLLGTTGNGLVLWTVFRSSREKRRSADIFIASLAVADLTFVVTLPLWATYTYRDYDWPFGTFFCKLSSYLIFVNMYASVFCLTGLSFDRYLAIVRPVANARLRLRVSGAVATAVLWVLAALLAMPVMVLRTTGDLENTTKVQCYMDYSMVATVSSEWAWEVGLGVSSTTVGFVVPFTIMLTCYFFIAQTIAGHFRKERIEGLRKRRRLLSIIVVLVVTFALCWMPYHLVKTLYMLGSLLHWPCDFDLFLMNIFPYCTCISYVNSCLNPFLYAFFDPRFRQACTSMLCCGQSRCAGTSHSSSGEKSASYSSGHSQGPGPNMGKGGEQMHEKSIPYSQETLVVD
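system = engineered CHO-K1 APJ arrestin reporter cells | input = 1000 cells per well | timing = overnight seeding, 90 min compound at 25 °C, 1 h detection | measured by = enzyme-fragment complementation luminescence | read-out = beta-arrestin recruitment to APJ as agonist activity, luminescent signal | control set = negative DMSO alone, positive Apelin-13 at 10 nM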
CHOP UPR activ: activators of apoptotic CHOP UPR arm, primary screen, cell-based, CHO-CHOP luciferase reporter, luminescence, uHTS; UPR activation; percent of tunicamycin response over DMSO baseline; AID 449763, 2010; actives 0.34% (n = 330,000); activation, % at 10 µM;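 active means at 10 µM dose, activation of 40% or more, normalized to positive control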;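 further: 100% = tunicamycin at 10 µg/mL and 0% = DMSO alone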
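Material: CHO-CHOP cells, stable luciferase reporter of PERK-eIF2a-CHOP signalling; quantity: 500 reporter cells seeded per well; buffer or medium: F12 medium containing 10% fetal bovine serum; compound: one dose, 10 µM in 0.5% DMSO; incubation: 6 h compound treatment, 37 °C; measured by: Steady-Glo luciferase luminescence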
CXCR6 inh: CXCR6 receptor inhibitors, primary screen, cell-based, beta-arrestin, luminescence, CHO-K1 PathHunter, 1536-well; C-X-C chemokine receptor type 6 (Homo sapiens), O00574; actives 0.36% (n = 360,000); inhibition, % at 20 µM; in the data active means inhibition above about 34%, passing the limit was not always enough;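 further: antagonist mode with CXCL16 agonist at 10 nM final; 0% = 10 nM CXCL16 with DMSO and 100% = unstimulated wells without agonist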
APJ antag: antagonists of human apelin receptor APJ, primary screen, CHO-K1 cells, beta-arrestin complementation, luminescence | P35414 | inhibition, % at 20 µM | AID 2521, 2010 | actives 0.32% (n = 330,000);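 active means inhibition above about 40% at 20 µM, limit read from the data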;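 further: cells challenged with 10 nM apelin-13 agonist together with compound; plate controls were apelin-13 plus DMSO wells for no effect and DMSO wells lacking apelin-13 for full effect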
XBP1 UPR activ: activators of adaptive XBP1 UPR arm, primary screen, cell-based, CHO-XBP1 luciferase reporter, luminescence, uHTS. activation, % at 20 µM. actives 0.33% (n = 330,000). IRE1-XBP1 UPR activation; percent of tunicamycin response, DMSO as zero;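 active means versus positive control, 20 µM dose yields 30% or more activation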;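 further: 100% = tunicamycin at 10 µg/mL and 0% = DMSO only wells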
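assay system = CHO-XBP1 luciferase reporter cells | amount = 1000 cells/well | buffer or medium = F12 plus 10% FBS | compound dosing = single point, 20 µM final compound, 1% DMSO | incubation = 16-18 h cell attachment at 37 °C, then 6 h compound exposure | detection = Steady-Glo luminescence read | controls = tunicamycin 10 µg/mL and vehicle-only wells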
The depositor's hits bear a star. Some of the compounds tested. The share of hits here may be higher or lower than overall.

SMILES	CCR6 antag	Mdm2 MdmX PPI	tim23-1 inh	EBI2 block	APJ ag	CHOP UPR activ	CXCR6 inh	APJ antag	XBP1 UPR activ
COCCn1c(N)c(C(=O)NCC2CCCO2)c2nc3ccccc3nc21 (stereo unspecified)	4	-15	-3	13	3	-1.2	5	5	-1
Cc1onc(-c2ccccc2)c1C(=O)OCC(=O)c1ccccc1	12	13	18	9	2	-0.5	4	3	-3
O=C(CCc1nnc(CCCCc2ccccc2)o1)NCCCc1cccnc1	14	6	0	-5	-2	4.7	7	-24	1
COc1ccc(C(CC(=O)NC(C)c2ccc(-c3ccccc3)cc2)NC(C)=O)cc1 (stereo unspecified)	9	4	9	8	2	3.3	-1	4	-2
CCCN(C(=O)CCCSc1nc2ccccc2[nH]1)c1c(N)n(Cc2ccccc2)c(=O)[nH]c1=O	3	-3	5	-8	-4	-0.5	-12	10	-1
CC(NC(=O)COc1ccccc1Cl)c1ccccc1 (stereo unspecified)	12	-21	23	3	0	-0.4	-1	-19	4
CCN1CCN(C(=O)c2cc(COc3ccc(F)cc3F)on2)[C@@H](C)C1=O	1	-7	-5	-7	0	0.6	-4	-53	-2
C#CCOCCOCCOCCNc1nc(N2CCOCC2)nc(N2CCN(C(=O)CCCCCCCCCCNC(=O)[C@H](CO)n3cc(CCCSC)nn3)CC2)n1	12	11	15	10	-5	0.8	4	9	-2
CC12CC3CC(C)(C1)CC(C(=O)NC1=NCCS1)(C3)C2	10	-7	41	-5	-3	-1.4	2	11	2
O=C(NNC(=O)C1CCN(S(=O)(=O)c2ccccc2)CC1)c1ccccc1O	-2	15	0	0	-6	1.2	6	-13	-3
CN(C)c1ccc(NC(=O)CSc2nc(C3CC3)nc3ccccc23)cc1	2	79*	9	4	-1	3.7	1	11	4
Cc1ccc(S(=O)(=O)Nc2ccc3c(c2)c2c(n3S(=O)(=O)c3ccc(C)cc3)CCCC2=O)cc1	5	37	-43	7	-1	1.3	2	-22	-2
Cc1ccc(S(=O)(=O)N2CCOCC2)cc1NC(=O)CN1CCN(c2ccc(O)cc2)CC1	1	16	-6	-26	2	-0.8	-14	-19	0
CCO[C@H]1OC(C(=O)Nc2ccccc2)=C[C@@H](C)[C@@H]1CCCO	10	16	31	4	-4	0.3	3	19	0
Cc1nc(=S)c2c([nH]1)-c1ccccc1CC21CCCCC1	48	30	16	2	1	35	31	18	5
Cc1cccc(NC(=O)COC(=O)CCc2ccccc2)c1C	-6	-9	2	-7	-1	0.3	-9	-3	-2
CCn1nc(C)cc1C(=O)N1CCCC(N2CCN(Cc3ccc4c(c3)OCO4)CC2)C1 (stereo unspecified)	12	1	12	2	-4	1.8	-4	9	-1
CCn1c(CNC(=O)c2ccccc2F)nnc1SCC(=O)Nc1nncs1	16	5	-4	-10	-2	-1.3	-6	3	4
Cc1ccc(S(=O)(=O)CCC(=O)OCC(=O)N2CCN(S(=O)(=O)c3ccc(Cl)cc3)CC2)cc1	-3	28	-2	1	4	-0.1	-12	4	-6
CCOC(=O)c1[nH]c2ccccc2c1NC(=O)c1cc(OC)c(OC)c(OC)c1	-4	12	33	7	-2	-1.2	-1	4	0
CC(c1ccccc1C(O)(c1ccccc1)c1ccccc1)N(C)C (stereo unspecified)	5	26	19	0	1	1.5	-2	-2	-2
Cc1cccc(C(=O)Nc2ccc(C(=O)N/N=C/c3ccc(C)o3)cc2)c1	10	17	2	-3	-2	-2.7	1	-13	-5
Cc1ccc(S(=O)(=O)N2CCC(C(=O)OCC(=O)NCCc3ccccc3)CC2)cc1C	2	3	16	3	1	0.7	-11	17	-4
O=C(NCc1cccnc1)c1ccc(COc2ccccc2Cl)o1	-8	16	5	-8	-1	1.1	-4	-18	5
O=C(CCN1CCN(CCO)CC1)Nc1cccc(Br)c1	1	9	-9	11	0	0.7	-1	12	-3
CC(C)c1ccccc1OCC(=O)Nc1cc(S(=O)(=O)N2CCOCC2)ccc1N1CCCC1	21	22	28	12	-3	1.1	7	14	-2
CCCc1nc2ccc(NC(C)=O)cc2c(=O)n1Cc1ccc(Cl)cc1	12	-42	11	6	-3	6.1	-14	23	-1
O=C(Nc1ccc(N2CCN(C(=O)c3ccco3)CC2)c(Cl)c1)c1c(F)c(F)c(F)c(F)c1F	-2	30	19	13	-1	-1.6	-10	-14	-2
CCOc1ccc(OCc2ccc(C(=O)NCc3cccnc3)o2)cc1	-3	-22	-10	-10	0	-0.4	-4	4	6
O=C(NC(N1CCOCC1)C(Cl)(Cl)Cl)c1ccccc1Cl (stereo unspecified)	-3	-15	9	-3	0	-0.6	0	6	-1
COC(=O)c1ccccc1NC(=O)COC(=O)/C=C/c1cccs1	4	-18	17	-6	0	0.8	-5	6	2
Oc1ccccc1C1=Nc2ccccc2N=C(c2cccs2)C1	1	6	34	-1	-6	1.2	11	19	-1
COc1cc(CN2C(=O)C(NC(=O)c3ccco3)(C(F)(F)F)C3=C2CC(C)(C)CC3=O)cc(OC)c1 (stereo unspecified)	-6	16	43	-8	0	3.6	0	6	1
COc1ccc(N(C(C)C(=O)N/N=C/c2cccnc2)S(C)(=O)=O)cc1 (stereo unspecified)	1	-1	-2	-10	-3	-2.0	4	20	1
CN(C)c1ccc(/C=N\NC(=O)c2csnn2)cc1	8	-4	28	7	0	-8.1	-6	13	-8
COc1ccc(NC(=O)ON=C2c3ccccc3-c3ccccc32)cc1	10	27	48	10	-5	1.8	-7	9	5
COc1ccc(-c2nc(-c3ccncc3)no2)c(OC)c1	11	-138	4	7	-3	-2.6	1	-19	-6
CCCCN(CC)CCNC(=O)CN(C)S(=O)(=O)c1ccc2c(c1)c(=O)n(C)c(=O)n2C	10	10	-3	12	-2	-1.0	-1	12	0
O=C(O)c1ccc(/C=N/NC(=O)c2ccc(Br)cc2)cc1	0	-11	17	-11	7	-2.5	-9	2	0
COC(=O)c1ccc(NC(=O)CCN2C(=O)NC(C)(C)C2=O)cc1	7	22	5	-1	0	-0.7	-3	-2	-1
CCN1CCN(c2c(C=O)c(Cl)nc3ccc(OC)cc23)CC1	-6	46	31	4	0	1.7	5	-27	-2
O=C(Nc1nc2c(s1)CCCC2=O)c1cnccn1	13	-6	16	-13	-5	0.6	-1	11	-2
CCN(CC(=O)Nc1c(F)cccc1F)C(=O)c1ccc(NC(=O)CC2SC(N3CCCC3)=NC2=O)cc1 (stereo unspecified)	2	16	-1	-2	-4	-1.5	5	3	-1
COc1ccc(C(C)NC(=O)c2ccoc2C)cc1OC (stereo unspecified)	-14	0	2	-3	-4	-0.7	1	-7	3
C/C(=N\NC(=O)Cc1cccn1C)c1ccc([N+](=O)[O-])cc1	17	3	7	19	4	1.6	-6	15	5

Sorted by value in APJ antag (descending): 3 from the list above
Structure | APJ antag
O=C(Nc1nc2c(s1)CCCC2=O)c1cnccn1 | 11
COc1ccc(-c2nc(-c3ccncc3)no2)c(OC)c1 | -19
CCN1CCN(c2c(C=O)c(Cl)nc3ccc(OC)cc23)CC1 | -27

Next part
SMILES	CCR6 antag	Mdm2 MdmX PPI	tim23-1 inh	EBI2 block	APJ ag	CHOP UPR activ	CXCR6 inh	APJ antag	XBP1 UPR activ
Nc1nc(NCc2ccco2)nc(Nc2cccc(F)c2)c1[N+](=O)[O-]	-3	11	6	4	-3	-1.2	-2	0	2
CC(C)Oc1ccc(C(=O)NCC(=O)O)cc1	0	-2	9	-10	-5	0.3	3	6	2
Cc1ccc(NS(=O)(=O)c2cccc(C(=O)NCC3(N(C)C)CCCCC3)c2)cc1	7	11	-3	3	-4	0.9	-6	7	0
Cc1sc2nc(C(C)(C)C)oc(=O)c2c1C	-2	9	2	0	-5	-1.1	-1	-5	0
COC(=O)c1sc(NC(=O)CSc2nncs2)c(C(=O)OC)c1C	6	-13	-3	4	-5	-2.2	5	-8	-1
COCc1ccc(-c2ccc3c(c2)c(C#Cc2ccsc2)c(-c2cc(OC)cc(OC)c2)n3C)cc1	5	-5	15	-3	0	-1.7	-5	0	-4
O=C(Nc1cccc(Cl)c1N1CCOCC1)c1cc([N+](=O)[O-])ccc1N1CCOCC1	17	0	17	16	-7	2.6	7	6	-1
CCc1cc2cc3c(cc2nc1SCC(=O)Nc1cc(C)on1)OCO3	6	81*	-21	2	6	10	6	0	15
Cc1occc1C(=O)N/N=C/c1ccccc1[N+](=O)[O-]	-10	-25	-7	-1	-3	5.6	-2	-5	1
Cc1sc2ncnc(Sc3ccccc3C(=O)Nc3ccc(C#N)cc3)c2c1C	5	28	37	-24	2	-0.3	-3	-14	1
CCc1ccccc1NC(=O)C1=CC(c2ccc(OC)c(OC)c2)=NS(=O)(=O)N1C	11	28	12	4	-3	-0.5	8	10	-2
COCc1cc(C)nc(SCc2ccc(Br)cc2)c1C#N	25	0	-6	16	0	1.2	-8	12	1
OC(COc1ccc(Cl)cc1)CN1CCN(c2ccccc2)CC1 (stereo unspecified)	-4	-2	34	36	-4	-0.8	1	-9	-3
Cc1ccc(C(c2nnnn2CS(=O)(=O)c2ccc(C)cc2)N2CCC(C(N)=O)CC2)cc1 (stereo unspecified)	-2	-10	13	-7	6	-0.6	-11	-8	0
CC1CCCN(C(=O)COC(=O)c2ccc3[nH]c4c(c3c2)CCCC4)C1 (stereo unspecified)	15	-10	18	18	1	6.0	3	8	3
Cc1ccc(CNC(=O)CCCc2c[nH]c3ccccc23)cc1	14	-11	13	17	-2	1.1	5	-3	1
CC1(C)C(c2cccs2)=[N+]([O-])C2(CCCCC2=O)N1O (stereo unspecified)	-9	0	-12	2	-5	1.9	-2	-10	-1
Cc1cccc(C)c1NC(=O)c1ccc(-n2cnnn2)cc1	8	-4	27	-2	1	2.6	3	-4	7
CC1CCC(NC(=O)CN2CCC(n3nnc4cc(F)ccc43)CC2)CC1 (stereo unspecified)	10	22	24	-15	0	-1.9	3	-4	0
CC1(C)NC(=O)N(CC(O)CN(c2cccc([N+](=O)[O-])c2)S(=O)(=O)c2ccccc2)C1=O (stereo unspecified)	7	-8	4	-12	0	1.1	-1	-5	5
